# CHRM5 antagonist: antagonists of human muscarinic M5 receptor (CHRM5) | P08912 | CHO-hM5 cells, Fluo-8 calcium fluorescence, ACh EC80 | inhibition, % at 3 µM | actives 0.59% (n = 360,000) | AID 624040;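 active = inhibition above a per-plate cutoff, the mean of that plate's test compounds plus 3 SD, cut at about 27% in these data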;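 note: 0% = acetylcholine EC80 with DMSO and 100% = DMSO without agonist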
# CHRM4 PAM: positive allosteric modulators of human muscarinic M4 receptor; CHO-K1 hM4/Gqi5, Fluo-8 calcium fluorescence, ACh EC20; 0% = ACh EC20, 100% = maximal ACh; P08173; activation, % at 3 µM; actives 0.4% (n = 360,000);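 active = activation above its plate's cutoff, the mean activation of sample wells plus 3 SD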; note: some results filed as inactive read as strong as hits
# Target sequence (P08173 whole entry, looked up): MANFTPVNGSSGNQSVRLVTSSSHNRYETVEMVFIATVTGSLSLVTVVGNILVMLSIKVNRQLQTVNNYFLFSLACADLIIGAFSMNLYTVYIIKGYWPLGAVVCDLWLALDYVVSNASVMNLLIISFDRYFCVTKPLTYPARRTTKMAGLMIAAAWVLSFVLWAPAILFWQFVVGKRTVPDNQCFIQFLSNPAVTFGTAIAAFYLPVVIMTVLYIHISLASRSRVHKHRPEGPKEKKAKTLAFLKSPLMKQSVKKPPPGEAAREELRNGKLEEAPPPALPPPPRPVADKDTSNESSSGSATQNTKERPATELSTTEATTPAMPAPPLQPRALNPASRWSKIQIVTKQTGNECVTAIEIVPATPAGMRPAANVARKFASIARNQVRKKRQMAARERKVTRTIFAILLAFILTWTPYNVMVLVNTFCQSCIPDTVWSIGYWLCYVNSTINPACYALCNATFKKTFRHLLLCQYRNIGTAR
# M4 antag: CHRM4 antagonism in calcium assay; CHO-hM4 cells, ACh EC80, Fluo-8 calcium fluorescence; AID 624125; P08173; actives 0.73% (n = 360,000); inhibition, % at 3 µM;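 active = inhibition above its plate's cutoff, the mean inhibition of sample wells plus 3 SD, cut at about 27% in these data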;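 note: 0% = acetylcholine EC80 with DMSO and 100% = DMSO without agonist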
# CHO-K1 Ca ag: nonselective activator or artifact in parental CHO-K1 cells; activation, % at 3 µM; Fluo-8 calcium fluorescence; scaled to maximal ATP response, vehicle zero; actives 0.48% (n = 360,000); AID 602248; in the data active = activation above about 15%;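 note: untransfected CHO-K1 host cells lacking M1 receptor as counterscreen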
# CHRM4 agonist: agonists of human muscarinic M4 receptor (CHRM4) | activation, % at 3 µM | P08173 | actives 0.14% (n = 360,000) | CHO-K1 hM4/Gqi5, Fluo-8 calcium fluorescence; vehicle 0%, full acetylcholine response 100%;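 active = activation above the run mean over all test wells plus 3 SD, cut at about 32% in these data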;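 note: peak over basal fluorescence ratio per well then scaled between controls; 0% = DMSO wells and 100% = acetylcholine at EC100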
# M5 PAM: positive allosteric modulators of human muscarinic M5 receptor; P08912; CHO-K1 hM5, Fluo-8 calcium, ACh EC20 PAM; 0% = ACh EC20, 100% = ACh EC100; activation, % at 3 µM; actives 0.3% (n = 360,000);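 active = activation above the run cutoff, the mean activation of all test compounds plus 3 SD, cut at about 18% in these data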
#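 System: CHO-K1 cell line with stable human muscarinic M5 receptor expression | Also added: EC20 acetylcholine as agonist stimulus | Compound: One concentration, 3 µM final (nominal) | Timing: Fluo-8 loading 80 min at 37 °C plus 30 min room temperature | Measured by: Fluo-8 calcium dye fluorescence, kinetic read | Read-out basis: % activation, ACh-normalized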
# M5 ag: agonists of human muscarinic M5 receptor (CHRM5). P08912. CHO-K1 hM5 cells, Fluo-8 calcium fluorescence; 0% DMSO wells, 100% maximal acetylcholine response. activation, % at 3 µM. actives 0.19% (n = 360,000). AID 624037;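 active = activation above the run's mean over test compounds plus 3 SD, cut at about 23% in these data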;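 note: signal is peak over basal fluorescence ratio across the kinetic read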
# CHO-K1 Ca antag: counter-screen for M1 antagonists: effect in parental CHO-K1 cells; inhibition, % at 3 µM; ATP-induced calcium, Fluo-8 fluorescence; actives 0.6% (n = 360,000); AID 602250;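 active = inhibition above a per-plate cutoff, the plate's mean sample inhibition plus 3 SD, cut at about 24% in these data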;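 note: 0% = DMSO plus EC80 ATP and 100% = DMSO alone without ATP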
# CHO-K1 Ca PAM: M1 PAM counterscreen hit in parental CHO-K1 cells | activation, % at 3 µM | actives 0.02% (n = 360,000) | ATP EC20, Fluo-8 calcium fluorescence; 0% at ATP EC20, 100% at ATP max;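 active = activation above the run cutoff, the mean activation of all test compounds plus 3 SD, cut at about 40% in these data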;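 note: peak over basal fluorescence ratio in a 140 s read after ATP addition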
# * hit, by the source's call.
SMILES,CHRM5 antagonist,CHRM4 PAM,M4 antag,CHO-K1 Ca ag,CHRM4 agonist,M5 PAM,M5 ag,CHO-K1 Ca antag,CHO-K1 Ca PAM
O=C(Cc1ccc2c(c1)OCCO2)N1CCN(S(=O)(=O)c2cccc(C(F)(F)F)c2)CC1,-0.6,9.4,-3.6,0.4,0.6,2.9,-3.3,-1.5,15.4
COCc1cc(=O)[nH]c(/N=C(\N)Nc2ccc(C)cc2C)n1,-0.8,-2.1,4.7,-0.7,1.0,5.4,0.2,17.0,-14.1
COc1ccc(NC(=O)CSc2nnc3ccc(-c4ccccn4)nn23)cc1,5.2,10.7,-13.9,0.7,1.1,0.4,0.3,-3.9,5.5
CC(=O)Nc1ccc2c(CN3C(=O)NC(C)(c4ccc(C)cc4)C3=O)cc(=O)oc2c1 (centres undefined),-19.6,-0.6,-3.9,0.5,1.1,-11.6,-3.2,-13.0,2.1
NC(=O)CC(NC(=O)Cc1ccc(Br)cc1)c1ccc(NCCOc2ccccc2)c([N+](=O)[O-])c1 (centres undefined),10.2,6.7,2.3,1.2,1.8,1.3,2.7,-10.7,14.4
CCOC(=O)N1CCC(NC(=O)c2cc3c(-c4ccc(Cl)cc4)nn(C)c3s2)CC1,4.0,1.6,1.4,-0.1,0.9,1.7,1.6,-7.2,8.7
CCCc1cc(=O)[nH]c(SCC(=O)N2CC3(C)CC2CC(C)(C)C3)n1 (centres undefined),9.8,6.9,-3.9,0.5,0.2,5.6,1.6,-10.9,9.9
COC(=O)CSc1cc(SCC(=O)OC)c(C#N)c(SCC(=O)OC)c1,4.2,-6.7,2.8,7.0,12.5,-9.7,1.1,7.7,14.0
CN(C(=O)C1CCCO1)c1nnc(-c2ccccn2)s1 (centres undefined),-5.8,1.0,1.2,1.0,0.7,3.1,-1.0,6.4,2.1
C[C@]12c3[nH]c4ccc(Cl)cc4c3CCN1C(=O)[C@@H](CC(=O)NCCC1=CCCCC1)C[C@@H]2C(=O)N1CCOCC1,1.9,6.5,-13.8,-0.8,-0.3,-4.5,-1.1,-10.5,3.3
CNC(=S)N(CCc1c(C)[nH]c2ccccc12)Cc1cccnc1,7.2,3.4,-7.9,2.4,2.5,-5.7,-0.3,-13.4,4.1
CCCC(NC(=O)CCl)c1ccccc1 (centres undefined),1.1,10.6,7.4,-0.2,0.2,4.1,-2.4,-0.2,2.2
COc1ccc(C2C(C#N)=C(N)Oc3n[nH]c(C)c32)cc1CSc1ccccn1 (centres undefined),-12.3,9.9,2.0,0.0,-0.5,17.9,-3.6,-20.2,13.3
COc1ccc(N(CC(=O)NCCSc2ccccn2)S(=O)(=O)c2ccccc2)cc1Cl,-5.9,-12.2,-11.1,4.4,11.9,-5.3,-4.8,-0.7,-7.2
COc1ccc(OC)c(C2C(C(=O)c3ccco3)=C(O)C(=O)N2Cc2cccnc2)c1 (centres undefined),-6.8,1.6,-1.3,0.7,0.5,7.3,-1.5,1.6,-4.1
COc1ccc(-c2ccc(SCC(=O)c3cccs3)nn2)cc1,18.3,-7.9,-2.0,0.5,5.7,-17.8,-1.2,8.0,-15.1
N/C(=N\OC(=O)CCc1ccccc1)c1ccc(Br)cc1,9.1,-7.4,2.0,0.2,-0.8,-2.1,1.8,-6.2,11.9
O=C(CSc1n[nH]c(=O)n1Cc1ccco1)c1ccc2c(c1)OCCO2,6.2,-1.4,-3.3,1.1,3.2,-3.2,1.8,8.0,-11.6
O=C(c1cc(-c2ccc(O)cc2)on1)N1CCCCCC1,15.1,-4.9,9.8,1.4,0.7,-6.1,0.2,-8.9,13.4
CCc1ccc(C(=O)NC(CCSC)C(=O)OC)cc1 (centres undefined),3.9,-0.7,-5.4,0.3,-0.5,-0.1,-7.0,-24.8,22.2
CCNC(=O)c1ccc(NS(=O)(=O)c2ccc3[nH]c(=O)[nH]c3c2)cc1,1.1,3.8,3.1,0.2,1.0,-3.8,0.3,0.5,16.5
CCOc1cccc2cc(C(=O)N3CCOCC3)c(=O)oc12,3.6,2.8,-6.3,0.2,0.7,-2.2,-2.5,-1.8,5.4
CCN(CC)S(=O)(=O)c1ccc2c(c1)N(CC(=O)Nc1ccc(NC(C)=O)cc1)C(=O)CO2,-3.4,2.5,-27.3,1.1,0.8,1.4,-6.8,-17.5,0.1
CC(C)(C)c1nc(Sc2ncccc2[N+](=O)[O-])n[nH]1,14.5,-26.9,17.3,3.0,9.8,-24.2,-0.7,-2.4,-10.6
CCCN1CCN(C(c2cc3cc(OCC)ccc3[nH]c2=O)c2nnnn2C2CCCCC2)CC1 (centres undefined),1.9,-3.3,2.1,0.1,1.2,-1.1,-0.8,3.6,-13.7
C/C(Cn1nnc([N+](=O)[O-])n1)=N\NC(=O)c1ccncc1,0.9,12.4,-6.9,0.5,1.1,4.3,0.6,-18.6,12.4
O=C(NNC(=O)c1cc(F)c(F)cc1Cl)c1ccc(NS(=O)(=O)c2cccs2)cc1,6.4,4.4,3.0,-0.1,-0.5,4.7,0.6,-10.8,-5.1
CCOC(=O)c1sc(NC(=O)c2ccccc2)cc1C,1.7,-2.8,4.3,1.5,2.4,-3.5,-1.6,-9.1,6.3
Cc1c(Cl)cccc1NC(=O)Nc1ccc(C(=O)N2CCCC2)cc1,-19.8,19.9,-10.2,-0.2,0.5,13.6,3.4,-18.4,25.6
COC(=O)c1ccccc1NC(=O)c1cnc2sccn2c1=O,-7.2,-0.9,4.3,0.1,0.3,0.2,3.5,-17.1,-0.6
CC1CC(C)CN(CCCNC(=O)CN2C(=O)CSc3ccc(S(=O)(=O)N4CCOCC4)cc32)C1 (centres undefined),18.0,-2.5,4.5,0.7,0.8,-2.7,-4.3,-9.6,8.9
O=C(CCS(=O)(=O)c1ccccc1F)Nc1ccc(N2CCN(Cc3ccccc3)CC2)cc1,-0.7,-3.9,0.5,2.5,3.7,-0.9,-0.5,-8.0,1.3
CC1=C(C(=O)O)N2C(=O)C(NC(=O)c3nn(C)cc3[N+](=O)[O-])C2SC1 (centres undefined),7.1,-10.0,0.7,4.1,17.2,-13.4,2.6,2.4,10.2
Cn1c(SCC(=O)N2CCN(C(=O)c3ccco3)CC2)nnc1-c1ccc(NS(C)(=O)=O)cc1,-4.2,7.8,-15.2,0.0,0.5,6.9,1.6,-10.9,29.6
CCN(CC)CCSc1nc2ccccc2n1Cc1ccccc1,40.1*,-16.6,35.5*,1.1,2.0,-17.2,-7.5,-17.2,18.6
Cc1cc(C)c2[nH]c(=O)c(CN(CC3CCCO3)C(=S)NCc3ccco3)cc2c1 (centres undefined),0.4,-9.8,-4.2,0.9,0.5,3.8,-1.3,-14.4,21.8
OC(CSc1ccccc1)CN1CCN(c2ccc(Cl)cc2)CC1 (centres undefined),4.2,1.1,-6.2,1.8,3.4,0.0,-1.2,-9.0,6.2
CCOc1ccc2[nH]c(=O)c(CN(CCO)C(=O)c3ccc(F)cc3)cc2c1,4.1,2.6,14.3,-0.3,0.9,-1.6,0.7,7.9,-1.4
COc1ccc(/C=C2\CCc3ccccc3C2=O)cc1O,-8.9,-1.7,3.6,1.4,3.7,-0.4,-2.4,-18.2,7.5
CC(C)N(Cc1cnn(C)c1)Cc1nc(COc2ccccc2)no1,2.0,2.5,-8.8,0.3,0.8,4.4,0.1,3.7,12.6
COC(=O)N/N=C/c1cc(OC)c(O)c([N+](=O)[O-])c1,8.5,3.4,8.4,1.8,0.8,-2.9,-0.4,-3.5,26.2
O=C(NC(CC(=O)N1CCN(c2ccc([N+](=O)[O-])cc2)CC1)c1ccccc1)c1ccccc1Cl (centres undefined),-7.3,5.2,-0.2,0.1,0.8,4.1,-0.1,-12.9,25.9
COCCCNC(=O)C1CCC(=O)N1Cc1ccccc1Cl (centres undefined),3.2,6.6,-9.2,0.7,0.5,3.7,-0.8,-8.7,13.5
CCOCCCN1CC(C(=O)NCc2ccc3c(c2)OCO3)CC1=O (centres undefined),7.4,-0.1,2.4,0.3,1.4,3.5,1.7,-4.8,3.4

# Shown bar-delimited: 4 of the compounds above.
compound | CHRM5 antagonist | CHRM4 PAM | M4 antag | CHO-K1 Ca ag | CHRM4 agonist | M5 PAM | M5 ag | CHO-K1 Ca antag | CHO-K1 Ca PAM
COc1ccc(C2C(C#N)=C(N)Oc3n[nH]c(C)c32)cc1CSc1ccccn1 (centres undefined) | -12.3 | 9.9 | 2.0 | 0.0 | -0.5 | 17.9 | -3.6 | -20.2 | 13.3
COCc1cc(=O)[nH]c(/N=C(\N)Nc2ccc(C)cc2C)n1 | -0.8 | -2.1 | 4.7 | -0.7 | 1.0 | 5.4 | 0.2 | 17.0 | -14.1
CCCN1CCN(C(c2cc3cc(OCC)ccc3[nH]c2=O)c2nnnn2C2CCCCC2)CC1 (centres undefined) | 1.9 | -3.3 | 2.1 | 0.1 | 1.2 | -1.1 | -0.8 | 3.6 | -13.7
O=C(CCS(=O)(=O)c1ccccc1F)Nc1ccc(N2CCN(Cc3ccccc3)CC2)cc1 | -0.7 | -3.9 | 0.5 | 2.5 | 3.7 | -0.9 | -0.5 | -8.0 | 1.3

# Four compounds already listed, ordered by the value under CHRM4 agonist, descending.
canonical_smiles	CHRM5 antagonist	CHRM4 PAM	M4 antag	CHRM4 agonist	M5 ag
O=C(CCS(=O)(=O)c1ccccc1F)Nc1ccc(N2CCN(Cc3ccccc3)CC2)cc1	-0.7	-3.9	0.5	3.7	-0.5
CCN(CC)CCSc1nc2ccccc2n1Cc1ccccc1	40.1*	-16.6	35.5*	2.0	-7.5
COC(=O)N/N=C/c1cc(OC)c(O)c([N+](=O)[O-])c1	8.5	3.4	8.4	0.8	-0.4
COCCCNC(=O)C1CCC(=O)N1Cc1ccccc1Cl (centres undefined)	3.2	6.6	-9.2	0.5	-0.8
